# MLLE-PAM2 inh = inhibitors of PABP1 MLLE–PAM2 peptide binding, primary screen, biochemical, fluorescence polarization, FITC-PAM2, GST-MLLE. hit rate 0.36% among 360,000. Polyadenylate-binding protein 1 (Homo sapiens), P11940. inhibition, % at 20 µM; in the data active = inhibition above about 35%, passing the limit was not always enough;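 also: plate controls were DMSO wells with GST-MLLE for no effect and wells lacking GST-MLLE protein for full effect; some results filed as inactive read as strong as hits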
# Target sequence (P11940 whole entry, looked up): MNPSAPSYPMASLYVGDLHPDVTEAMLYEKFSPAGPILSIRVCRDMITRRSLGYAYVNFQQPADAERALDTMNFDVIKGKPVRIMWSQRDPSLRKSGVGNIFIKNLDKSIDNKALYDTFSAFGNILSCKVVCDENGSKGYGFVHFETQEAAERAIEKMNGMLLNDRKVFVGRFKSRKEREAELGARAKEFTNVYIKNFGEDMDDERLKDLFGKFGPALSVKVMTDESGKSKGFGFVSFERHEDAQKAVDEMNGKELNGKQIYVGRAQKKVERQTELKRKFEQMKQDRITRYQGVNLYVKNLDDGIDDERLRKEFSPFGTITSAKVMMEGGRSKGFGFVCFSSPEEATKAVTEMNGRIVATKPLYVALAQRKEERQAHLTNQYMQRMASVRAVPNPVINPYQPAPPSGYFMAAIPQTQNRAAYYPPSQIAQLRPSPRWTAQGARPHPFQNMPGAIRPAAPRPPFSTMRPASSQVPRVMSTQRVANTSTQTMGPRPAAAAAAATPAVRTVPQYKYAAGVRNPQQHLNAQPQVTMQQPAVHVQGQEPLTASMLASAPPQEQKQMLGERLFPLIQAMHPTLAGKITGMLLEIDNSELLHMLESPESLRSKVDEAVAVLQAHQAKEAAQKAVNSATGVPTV
# CendR NRP1 mod = modulators of CendR peptide binding to NRP-1, primary screen, biochemical, fluorescence polarization, uHTS | Neuropilin-1 (Homo sapiens), O14786 | FAM-RPARPAR peptide binding to NRP-1 | inhibition, % at 25 µM | hit rate 0.85% among 360,000 | AID 602438, 2012;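 active = inhibition or corrected inhibition above about 18%, plus a signal ratio from 0.5 to 1.5, limit read from the data, passing the limit was not always enough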; also: strong numbers were not always called active
# FAS-TE inh = FAS thioesterase domain inhibitors, primary screen, biochemical, fluorescence intensity, uHTS; recombinant FAS-TE, OMFH fluorogenic substrate, fluorescence endpoint; inhibition, % at 15 µM; hit rate 0.67% among 360,000;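 active = compounds whose normalised, plate-corrected inhibition of enzyme fluorescence in the single-dose primary screen is 50% or more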;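 also: 0% = DMSO with enzyme and 100% = substrate without enzyme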
# SKN-1 block = suppressors of acrylamide-induced Pgst-4::GFP reporter in worms, primary screen, SKN-1 inhibitor project, whole organism, uHTS, GFP/RFP fluorescence ratio, strain VP596; inhibition, % at 21.8 µM; C. elegans VP596 Pgst-4::GFP/RFP ratio, 24 h; hit rate 0.49% among 360,000;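 active = interference check ratio from 0.5 to 1.5 plus GFP to RFP signal ratio inhibition reaching or exceeding a fixed threshold, cut at about 30% in these data, passing the limit was not always enough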; also: some compounds called inactive have numbers as strong as hits
# Neddylation inh = inhibitors of cullin neddylation, primary screen, biochemical, TR-FRET, uHTS, NAE and Ubc12; NEDD8-conjugating enzyme Ubc12 (Homo sapiens) + NEDD8-activating enzyme E1 regulatory …; calls only at 25 µM; hit rate 0.58% among 360,000; in the data active = inhibition above about 36%
# Rin1 Abl inh = inhibitors of Rin1-Abl protein binding, primary screen, biochemical, TR-FRET; inhibition, % at 7.35 µM; hit rate 0.4% among 360,000; AID 588664, 2011; in the data active = inhibition above about 5%, passing the limit was not always enough
# bovine MsrA act = bovine MsrA enzyme activators, primary screen, biochemical, absorbance, HTS; Methionine sulfoxide reductase A (Bos taurus); purified bovine MsrA, absorbance read-out; activation, % at 10.6 µM; hit rate 0.3% among 360,000; in the data active = activation above about 7.5%;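 also: 0% = vehicle and 100% = reference activator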
# MT1-MMP act inh = blockers of MT1-MMP proenzyme processing, primary screen, HT1080 RFP-PRO-GFP cells, GFP/RFP fluorescence | Matrix metalloproteinase-14 (Homo sapiens), P50281 | hit rate 0.061% among 360,000 | GFP/RFP ratio change, % at 20 µM | GFP/RFP ratio fluorescence, overnight; percent of plate control window, DMSO zero;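 active = GFP/RFP ratio change of at least 30% with cell ATP level not reduced by more than half and red fluorescence within 50% of control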; also: strong numbers were not always called active
#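 Assay system: HT1080 cells carrying an RFP-PRO-GFP reporter | Dosing: Single dose of 20 µM compound, 1% DMSO final | Incubation: Cells overnight before dosing, compound overnight, 37 °C, 5% CO2 | Evaluation: GFP/RFP fluorescence ratio | Control set: DMSO and RFP-L50D-GFP cell wells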
# E coli Lon inh = inhibitors of E. coli Lon protease, primary screen, biochemical, fluorescence polarization; P0A9M0; purified E. coli Lon protease; inhibition, % at 7.94 µM; hit rate 0.42% among 360,000; in the data active = inhibition above about 13%, passing the limit was not always enough;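 also: 0% = enzyme with probe and DMSO and 100% = no enzyme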
# * hit, by the source's call; i = inactive; . = not tested or not shown.
SMILES,MLLE-PAM2 inh,CendR NRP1 mod,FAS-TE inh,SKN-1 block,Neddylation inh,Rin1 Abl inh,bovine MsrA act,MT1-MMP act inh,E coli Lon inh
CC(C)N1CCN(Cc2cnc(-c3ccccc3)s2)CC1CCO (configuration not stated),-4,-2,0,8,i,2,0,6,-10
O=C(NCc1ccc(Cl)cc1)C1CCC(CNc2c(N3CCCC3)c(=O)c2=O)CC1 (configuration not stated),20,-3,2,-4,i,-2,-2,-5,2
COc1ccccc1N1CCN(C2CCCN(C(=O)CCc3ccccn3)C2)CC1 (configuration not stated),7,-7,-7,10,i,1,-1,-4,-1
CC(=O)c1ccc(NS(=O)(=O)c2cccc(C)c2)cc1,7,9,-2,-22,i,0,-4,-3,2
CN(C)/C=N/c1cc(=O)[nH]c(=O)n1CC1CC1,-1,9,-7,-1,i,0,-4,1,-3
COc1ccc(NC(=O)COC(=O)CNC(=O)C2CCCCC2)cc1,3,-1,-5,2,i,2,-5,1,11
COC(=O)c1ccc(CN(C)S(=O)(=O)c2ccc(C)cc2)o1,-7,6,-1,-1,i,-1,-7,-2,4
CC1CCCC(NC(=O)COC(=O)C2=COCCO2)C1C (configuration not stated),4,-10,-7,6,i,-4,-1,4,-11
Cc1cc(C(=O)OCC(=O)NC(=O)NC(C)(C)C)c(C)o1,-2,-4,-5,12,i,7,1,-4,5
C=C1C(=O)OC2C1CCC(C)C1C=CC(=O)C12C (configuration not stated),1,-29,-7,-7,i,4,0,-4,-15
COc1cc(OC)c(C(=O)Nc2cccnc2)cc1OC,-12,0,-3,20,i,0,-1,5,3
Clc1ccccc1OCc1nc(-c2ccc(Br)o2)no1,1,-3,27,3,i,0,-1,0,-5
CN1CCN(C(=O)Cn2c(C(F)(F)F)nc3ccccc32)CC1,-1,0,-5,15,i,1,-3,3,2
COc1ccc(NC(=O)Cn2nnc(C(=O)Nc3ccccc3C)c2N)cc1,9,19*,-1,-2,i,-2,-2,-1,0
O=C(c1ccccc1)N(CCN1CCOCC1)C1(C(=O)Nc2ccccc2)CCCCC1,14,20,-8,20,i,8.5*,-8,-6,2
COc1ccc(N2CCN(C(=S)NCCc3ccccc3)CC2)cc1,-117,1,6,27,i,1,-4,1,-7
NS(=O)(=O)c1cccc(NC(=O)c2cccc(N3C(=O)c4ccccc4C3=O)c2)c1,-13,6,-6,-21,i,2,0,0,5
CCN1CCN(C(=O)/C=C\C(=O)O)CC1,-14,6,-3,-14,i,0,1,0,-2
O=S(=O)(Nc1cccc(-c2ccc(N3CCCCCC3)nn2)c1)c1ccccc1Cl,-14,2,50*,9,i,1,-1,2,-4
O=C(COc1cccnc1[N+](=O)[O-])Nc1cccc(S(=O)(=O)N2CCCCC2)c1,-20,0,9,1,i,-3,0,5,-5
C=C1C2(C(=O)NCc3ccco3)CCC(C2)C1(C)C (configuration not stated),-7,-4,-4,18,i,0,-4,2,-4
Cc1cccc(-n2c(C)cc(C=C3C(=O)c4ccccc4C3=O)c2C)c1,-126,130,-15,-1,i,1,-10,1,-11
O=C(CCS(=O)(=O)c1ccccc1)NC12CC3CC(CC(C3)C1)C2,4,-4,-1,5,i,-1,-10,-5,-6
Cc1ccc(NC(=O)COc2cccnc2[N+](=O)[O-])cc1S(=O)(=O)N1CCCCC1,-8,7,17,12,i,0,-3,1,2
CCOc1ccccc1NC(=O)C(OC(=O)c1ccc(NC(=O)CC#N)cc1)c1ccccc1 (configuration not stated),-19,-47,15,11,i,-1,-5,-8,-6

# Other structures.
SMILES,MLLE-PAM2 inh,CendR NRP1 mod,FAS-TE inh,SKN-1 block,Neddylation inh,Rin1 Abl inh,bovine MsrA act,MT1-MMP act inh,E coli Lon inh
CCc1cc2c(=O)[nH]c(-c3ccccn3)nc2s1,19,-4,-10,18,.,-2,-1,40,2
COc1cc(C(=O)O/N=C2\CCCc3c2ccc(OC)c3[N+](=O)[O-])cc(OC)c1OC,1,-2,6,-3,i,1,-8,2,-1
O=C(NCCC(=O)N1CCCCC1)c1ccc(Br)cc1,5,-6,-2,-5,i,1,-2,0,-1
Cc1ccc(-c2nc3ccccn3c2Nc2ccccc2)o1,21,5,-3,14,.,1,-4,10,4
CCN(C(=O)COC(=O)CCCOc1ccc(Cl)cc1C)c1c(N)n(Cc2ccccc2)c(=O)[nH]c1=O,-5,3,-4,8,i,3,-13,10,-14
O=C(COC(=O)c1ccc(CNS(=O)(=O)c2ccc(F)c(Cl)c2)cc1)NC1CCCCCCC1,-2,-1,-2,1,i,1,-3,0,-7
O=[N+]([O-])c1cc(Cl)cc(/C=N/NC(=S)Nc2cc(S(=O)(=O)N3CCOCC3)ccc2Cl)c1O,4,-12,42,1,i,0,-2,0,-5
CCc1nc2ccc(C(=O)N(C)CCCN(C)C)cn2c1N(C)C(=O)C1CCCCC1,12,10,-5,7,i,2,-2,-3,-4
COc1ccc(CCNS(=O)(=O)c2cc(/C=C/C(=O)O)ccc2C)cc1OC,1,8,-6,8,i,1,-7,1,0
CCn1c(SCC#N)nc2ccccc2c1=O,-5,-8,-5,1,i,1,-4,-1,-3
CN(C(=O)c1ccc(OC2CCN(CCc3ccccc3)CC2)cc1)C1CCCCC1,16,-12,-3,-3,i,2,-3,3,3
C=CCOc1ccccc1/C=N/NC(=O)c1ccc(Cl)cc1Cl,2,0,9,2,i,0,0,0,-4
CN(C)CCNC(=S)Nc1ccc(-c2nc3ccccc3[nH]2)cc1,3,-7,-3,10,i,-1,-3,5,17
COc1cc(OC)cc(C(=O)n2nc(C)cc2C)c1,1,9,-4,9,i,0,-3,1,0
COC(=O)Nc1ncc(CN2CCc3ccccc3C2)s1,-6,4,-9,-2,i,-4,-3,2,-18
O=C(c1cc2nc(C3CC3)cc(C(F)(F)F)n2n1)N1CCCC1,-2,13,-8,22,i,-1,-4,2,0
O=C(/C=C/Nc1ccccc1OC(F)(F)F)C(F)(F)F,2,-4,-6,-10,i,3,-3,-3,-2
O=C(Nc1ccc(NC(=S)NC(=O)c2cccs2)cc1)c1ccccc1,29,7,-2,1,i,-5,-4,1,-10
O=C1CN(C(=O)N[C@@H](Cc2ccccc2)C(=O)N[C@@H](Cc2ccccc2)C(=O)O)c2ccccc2N1,-11,-2,-5,7,i,-3,-1,2,-3
Cn1c(N)c(C(=O)c2ccc(F)cc2F)c(=O)n(C)c1=O,-3,-2,-8,4,i,0,-2,-2,-9
O=C(COC(=O)c1cc(C(F)(F)F)cc(C(F)(F)F)c1)NCc1ccc(Cl)cc1,1,6,-2,2,i,1,-5,1,2
COc1ccc(CCNC(=O)COc2cccc(-n3cnnn3)c2)cc1,-1,18*,2,-6,i,0,-1,-2,-7
O=C(O)CCC(=O)Nc1nc2ccccc2s1,-20,7,-12,26,i,-2,-11,-1,-5
COc1cccc(NC(=O)CN(C)C(=O)COc2ccc3ccccc3c2)c1,-7,-2,5,7,i,-1,-4,3,-7
C/C(=N\NC(=O)c1nc2ccccn2c1C)c1cc2ccccc2o1,-10,-13,-1,12,i,-1,-1,4,7

# Further entries follow:
SMILES,MLLE-PAM2 inh,CendR NRP1 mod,FAS-TE inh,SKN-1 block,Neddylation inh,Rin1 Abl inh,bovine MsrA act,MT1-MMP act inh,E coli Lon inh
Cc1cc(NC(=O)CSc2cn(CCNC(=O)c3ccccc3)c3ccccc23)no1,-2,-6,2,-7,i,24*,-1,0,20*
COc1ccc(/C=N/n2c(-c3ccco3)nc3ccccc3c2=O)cc1,2,-15,-1,-8,i,-1,-7,2,-1
O=c1ccc(-c2ccc(S(=O)(=O)Nc3cccc(Br)c3)o2)n[nH]1,6,3,-4,-2,i,-3,-3,-2,-11
COC(=O)c1[nH]c2cc(OC)ccc2c1NC(=O)CN1CCN(c2cccc(C)c2)C(C)C1 (configuration not stated),-32,1,22,6,i,1,2,0,-4
Cc1ccc(S(=O)(=O)N(C)C)cc1NC(=O)CN1C(=O)NC2(CCCCCC2)C1=O,-7,13,-2,14,i,4,-1,-1,-2
COc1ccc(CN2CCC3CC2c2cc(-c4cccc(C)c4)ccc23)cc1 (configuration not stated),-5,-6,19,-3,i,-1,3,3,1
Cc1ccc(C(=O)NCC(=O)OCC(=O)Nc2cc(S(=O)(=O)N3CCOCC3)ccc2C)cc1,-9,2,-3,17,i,3,0,1,-10
Clc1ccccc1CSc1nnc(/C=C/c2ccccc2)o1,-9,16,14,13,i,-4,-4,3,5
Cc1cc(C(=O)Nc2sc3c(c2C#N)CCC(C)C3)cs1 (configuration not stated),1,-11,-8,10,i,0,-12,-6,-4
O=C(N/N=C/c1ccccc1)c1sccc1OCc1ccc(F)cc1,2,17,13,5,i,1,-9,-1,-1
CC(=O)c1cccc(N(CC(=O)NC2CCCCC2)C(=O)Cn2nnc(-c3ccccc3)n2)c1,1,15,12,15,i,0,-8,3,-3
COc1cccc(C(=O)NC(C)c2cccc3ccccc23)c1OC (configuration not stated),5,-2,10,7,i,-2,-2,-9,-10
Cc1ccc(CNS(=O)(=O)c2cc3c4c(c2)CCN4C(=O)CC3)cc1,14,-2,-6,7,i,4,0,2,3
COc1cccc(/C=N/n2c(-c3n[nH]c4c3CCC4)n[nH]c2=S)c1O,-12,1,-12,2,i,1,-4,2,-2
Cc1nn(-c2ccccc2)c(NC(=O)c2cccs2)c(-c2ccc(Cl)cc2)c1=O,-11,-5,-6,2,i,-3,-7,2,4
COCc1[nH]nc2c1C1(C(=O)N(C)c3ccccc31)C(C#N)=C(N)O2 (configuration not stated),-3,5,-10,15,i,-1,0,-1,-8
Cc1ccc2[nH]c(C(=O)Nc3ccc(F)cc3)cc2c1,8,4,0,5,i,-1,-3,3,-2
CC(=O)Nc1ccc(S(=O)(=O)NNC(=O)c2cccc(Br)c2)cc1,3,3,-9,-16,i,4,-2,1,-6
Cc1[nH][nH]c(=O)c1C(c1c(C)[nH][nH]c1=O)c1cn(Cc2ccc(Cl)c(Cl)c2)c2ccccc12,9,14,7,4,i,14*,0,-4,5
Cc1ccc(C)c(NC(=O)c2ccc3c(=O)n4c(nc3c2)CCC4)c1,-6,-12,3,10,i,2,-3,-2,-2
c1ccc(-c2nnc(SCc3nc4ccccc4[nH]3)o2)cc1,-106,13,-3,-6,i,-3,-2,-3,-4
O=C1CS/C(=N/N=C/c2c[nH]c3ccccc23)N1,-21,16,-2,-6,i,-3,-6,0,-9
CCOc1cc(-c2nnc(-c3ccco3)o2)cc(OCC)c1OCC,-10,-24,9,17,.,4,-1,6,10
O=C(O)c1ccc2c(c1)C(=O)N(c1cccc(C(=O)/C=C/c3ccccc3)c1)C2=O,-2,-67,2,-2,i,4,-3,1,1

# An excerpt from above, reduced to CendR NRP1 mod and bovine MsrA act:
SMILES | CendR NRP1 mod | bovine MsrA act
CC(=O)c1cccc(N(CC(=O)NC2CCCCC2)C(=O)Cn2nnc(-c3ccccc3)n2)c1 | 15 | -8
Cn1c(N)c(C(=O)c2ccc(F)cc2F)c(=O)n(C)c1=O | -2 | -2

# Screening results from PubChem BioAssay.
